Assay outcomes from PubChem.
Eya2 inh = qHTS Assay for Inhibitors of the Phosphatase Activity of Eya2 | Protein phosphatase EYA2 (Homo sapiens), O00167 | recombinant Eya2, OMFP fluorescence dephosphorylation (OMFP is methylfluorescein phosphate) | Potency, µM (highest dose often 76.9 µM), inactives show at the highest dose activity, negative = inhibition, usual class: inhibitors | hit rate 0.006% among 330,000 | AID 488837, 2010; also: potency is read from the fitted curve at half-maximal effect; % is scaled to controls: 0 for no effect and ±100 for the full control effect
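Eya2 (0.2 uM) preincubated 10 min at ambient with compound, then OMFP substrate added at 50 uM; 10 min reaction in 50 mM HEPES pH 7.5, 50 mM NaCl, 5 uM MgCl2, 0.05% BSA, 1 mM DTT. Fluorescence read at Ex 485/Em 525 nm.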
GALK inh = qHTS Assay for Inhibitors of Human Galactokinase (GALK). hit rate 0.007% among 270,000. Potency, µM (highest dose often 57.5 µM), inactives show at the top dose activity change, negative = inhibition, most hits filed as inhibitors. Purified GALK, Kinase-Glo residual ATP luminescence. AID 1868, 2009. P51570; also: potency is read from the fitted curve at half-maximal effect; % is scaled to controls: 0 for no effect and ±100 for the full control effect
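ATP-depletion format; final 35 uM ATP, 100 uM D-galactose, 5 nM enzyme; pH 8.0 HEPES/Mg2+ buffer; 60 min RT; luminescence read 10 min after detection reagent.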
Mito fusion yeast = qHTS Assay for Small Molecule Inhibitors of Mitochondrial Division or Activators of Mitochondrial Fusion; hit rate 0.23% among 320,000; AID 485298, 2010; S. cerevisiae fusion-defective mutant growth rescue, CellTiterGlo 48 h; Potency, µM (titrated, usually from 46.1 µM), for the others: top-dose growth rescue (activation), hits mostly activators;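 also: potency is read from the fitted curve at half-maximal effect; % of control where 0% means no effect; nearly all actives have a fitted effect of over 45% in size; temperature-sensitive fusion mutants such as fzo1-1 at 37 °C on non-fermentable ethanol glycerol medium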
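S. cerevisiae fusion-defective temperature-sensitive mutants (e.g. fzo1-1, mgm1-5) grown 48 h at 37C in YPEG (ethanol/glycerol non-fermentable) medium with 23 nl compound per well; growth rescue read as CellTiterGlo luminescence.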
S-ASM inh = Inhibitors of Secretory Acid Sphingomyelinase (S-ASM): qHTS. hit rate 0.006% among 340,000. Potency, µM (top dose mostly 57.5 µM), inactives show top-dose activity change, negative = inhibition, usual class: inhibitors. Sphingomyelin phosphodiesterase (Homo sapiens), P17405. AID 504937, 2011. placental ASM, HMU-PC fluorogenic substrate, 60 min; also: potency is read from the fitted curve at half-maximal effect
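Steps: dispense placental human ASM, pin compound, wait 10 min at room temperature, add HMU-PC0 substrate at 9 uM final, incubate 60 min at 37 °C, add stop solution raising pH to 10, read fluorescence.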
BCR signal inh = qHTS Assay to Find Inhibitors of Chronic Active B-Cell Receptor Signaling; ABC-DLBCL IkBa-CBG/CBR reporter, luminescence ratio, 4 h; Potency, µM (doses to about 46.1 µM), without a hit: at the top dose ratio change, negative = lower green/red ratio, most hits filed as inhibitors; hit rate 0.05% among 340,000; AID 493014, 2011; active = well fitted inhibition curve with a large enough effect in the signal ratio, with a control signal flat, not every such curve was filed as active; inconclusive = small, poorly fitted or top-dose-only effect, or effect the other way, or a change in a side signal; the % refers to the signal ratio;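 also: potency is read from the fitted curve at half-maximal effect; plate controls were basal doxycycline-induced cells for no effect and cells given 10 µM MG132 for full effect; MG132 reads +100%, hits lower the ratio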
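TMD8 ABC-DLBCL cells carrying doxycycline-inducible green luciferase fused to IkappaBalpha plus unfused red luciferase were exposed to compounds (up to 46 uM) for 4 hrs at 37C. Activity came from the overlap-corrected green/red luminescence ratio.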
MBNL1-CUG inh = qHTS Assay for Inhibitors of MBNL1-poly(CUG) RNA binding; TR-FRET MBNL1-His/biotin-(CUG)12 binding, 665/545 ratio; hit rate 0.036% among 280,000; Potency, µM (doses to about 57.5 µM), without a hit: at the top dose activity change, negative = inhibition, actives largely listed as inhibitors; AID 2675, 2010; active = well fitted inhibition curve with a large enough effect in the signal ratio, with a control signal flat, not every such curve was filed as active; inconclusive = small, poorly fitted or top-dose-only effect, or effect the other way, or a change in a side signal; inactive = no such curve, though single readings can be large or run the other way; the % refers to the signal ratio; also: potency is read from the fitted curve at half-maximal effect; % is scaled to controls: 0 for no effect and ±100 for the full control effect
Target sequence (Q9NR56 whole entry, looked up): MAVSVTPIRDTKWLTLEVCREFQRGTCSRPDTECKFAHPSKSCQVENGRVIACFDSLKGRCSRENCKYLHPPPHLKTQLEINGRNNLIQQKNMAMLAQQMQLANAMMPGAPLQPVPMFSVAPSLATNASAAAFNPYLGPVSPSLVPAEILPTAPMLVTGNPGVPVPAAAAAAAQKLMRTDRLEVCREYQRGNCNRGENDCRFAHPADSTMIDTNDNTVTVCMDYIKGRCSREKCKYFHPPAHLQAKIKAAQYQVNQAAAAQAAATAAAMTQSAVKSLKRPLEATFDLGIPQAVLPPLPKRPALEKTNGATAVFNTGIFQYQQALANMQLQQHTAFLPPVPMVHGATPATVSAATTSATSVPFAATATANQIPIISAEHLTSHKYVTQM
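Compounds (final 92 nM to 58 uM) are added to His-tagged MBNL1 and biotin-(CUG)12, then terbium anti-His antibody and streptavidin-XL665 (5 nM final). After 60 min at room temperature, the 665/545 nm ratio is read.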
PKM2 activator = qHTS Assay for Activators of Human Muscle isoform 2 Pyruvate Kinase | AID 1631, 2009 | hit rate 0.34% among 260,000 | Pyruvate kinase PKM (Homo sapiens), P14618 | Potency, µM (doses to about 57.5 µM), without a hit: top-dose activation, most hits filed as activators | purified PKM2, Kinase-Glo ATP luminescence, activation; response scale: 0% is enzyme alone, no compound; also: potency is read from the fitted curve at half-maximal effect; % is scaled to controls: 0 for no effect and ±100 for the full control effect; nearly all actives have a fitted effect of over 55% in size
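hPK-M2, >95% pure; 0.1 mM ADP / 0.5 mM PEP final; imidazole pH7.2 buffer w/ 7 mM MgCl2, 50 mM KCl; 1 h RT; Kinase-Glo lum. Intermediate enzyme activity for dual inhibitor/activator qHTS.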
USP2a inh = qHTS Assay for Inhibitors of Ubiquitin-specific Protease USP2a Using CHOP2 as the Reporter; AID 463254, 2010; Potency, µM (titrated, usually from 38.3 µM), inactives show top-dose activity change, negative = inhibition, hits mostly inhibitors; hit rate 0.01% among 330,000; USP2 core, Ub-CHOP2 coupled fluorogenic reporter, 485/531;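 also: potency is read from the fitted curve at half-maximal effect; plate controls were DMSO wells for no effect and full inhibition by NEM control for full effect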
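Cell-free coupled assay: 10nM USP2 core preincubated 30min RT with compound in Tris-HCl pH 8.0/CaCl2/CHAPS buffer, then 25nM Ub-CHOP2 and 25nM reporter substrate; fluorescence (Ex 485/Em 531) read after 60min RT, normalized to NEM inhibition, concentration-response curves fitted.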
hERG WT inh = qHTS for Inhibitors of KCHN2 3.1: Wildtype qHTS; Voltage-gated inwardly rectifying potassium channel KCNH2 (Homo sapiens), Q12809; U2OS, BacMam KCNH2, thallium flux FluxOr; stronger effect = lower value; activity change, % at 1.84 µM; hit rate 0.37% among 340,000; AID 720551, 2013;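 active = maximum activity change below -70%; inconclusive = maximum activity change between -70% and -50%; inactive = maximum activity change above -50%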; also: % is scaled to controls: 0 for no effect and ±100 for the full control effect
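U2OS cells transduced with wild-type KCNH2 virus are loaded with FluxOr dye for 45 min, and thallium flux is measured in kinetic reads before and after stimulation buffer. Rate constants are normalized to DMSO controls.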
Menin-MLL TR inh = qHTS Assay for Inhibitors Targeting the Menin-MLL Interaction in MLL Related Leukemias: Competition With Texas Red Labeled MLL-derived Mutant Peptide; O00255; Menin + Texas Red MLL mutant peptide, fluorescence polarization; Potency, µM (series often up to 61.6 µM), for inactives: at the highest dose FP activity change, negative = inhibition, usual class: inhibitors; hit rate 0.23% among 270,000; AID 1768, 2009; active = well fitted inhibition curve with a large enough effect in the polarisation, with a control signal flat, not every such curve was filed as active; inconclusive = small, poorly fitted or top-dose-only effect, or effect the other way, or a change in a side signal; inactive = no such curve, though single readings can be large or run the other way; the % refers to the polarisation; also: potency is read from the fitted curve at half-maximal effect; % of control where 0% means no effect; many of its hits are not listed in these tables
Target sequence (O00255 whole entry, looked up): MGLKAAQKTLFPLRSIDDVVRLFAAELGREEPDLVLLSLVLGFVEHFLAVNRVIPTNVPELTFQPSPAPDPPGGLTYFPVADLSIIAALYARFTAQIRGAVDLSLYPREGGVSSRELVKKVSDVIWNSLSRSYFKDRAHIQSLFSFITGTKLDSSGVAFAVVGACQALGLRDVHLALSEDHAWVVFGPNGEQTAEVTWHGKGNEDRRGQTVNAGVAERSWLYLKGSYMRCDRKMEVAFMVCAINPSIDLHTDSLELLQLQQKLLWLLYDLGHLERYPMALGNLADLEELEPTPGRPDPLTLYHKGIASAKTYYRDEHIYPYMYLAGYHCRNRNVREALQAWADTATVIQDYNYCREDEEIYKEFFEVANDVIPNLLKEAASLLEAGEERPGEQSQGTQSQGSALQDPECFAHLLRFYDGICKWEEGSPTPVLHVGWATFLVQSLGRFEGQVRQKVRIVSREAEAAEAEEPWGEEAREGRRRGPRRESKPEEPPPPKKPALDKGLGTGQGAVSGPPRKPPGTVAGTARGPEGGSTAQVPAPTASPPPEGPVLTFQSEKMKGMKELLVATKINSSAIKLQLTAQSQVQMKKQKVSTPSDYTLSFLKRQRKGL
TSHR antagonist = Antagonists of the Thyroid Stimulating Hormone Receptor: HTS campaign | TSHR-expressing cells, TSH-stimulated cAMP HTRF, 2 h; stronger effect = lower value | activity change, negative = inhibition, % at 11.5 µM | hit rate 0.2% among 330,000;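 active = activity change below a set negative limit, meaning inhibition stronger than a set level, cut at about -70% in these data; inconclusive = activity change between two set negative limits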; also: % is scaled to controls: 0 for no effect and ±100 for the full control effect
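Cell-based HTRF cAMP assay; TSHR cells + compound, TSH EC80 (4nM final), 2 h, 37 deg C. Lysis with anti-cAMP cryptate and cAMP-d2, 30 min RT, read 665/620 nm.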
Numbers without * were called inactive; ? = inconclusive; . = not tested or not shown; [ ] = another dose, or the depositor's remark. Unless noted, calls follow the shape of the dose curve; as a rule, active = well fitted curve in the direction sought with a large enough effect; inconclusive = small, poorly fitted or top-dose-only effect, or another doubt; inactive = no such curve, though single readings can be large; an effect the other way counts as inactive or inconclusive. Not all compounds are listed; count on the stated rates, not on these rows.

Results follow in this order: hERG WT inh, S-ASM inh, Menin-MLL TR inh, Eya2 inh, USP2a inh, Mito fusion yeast, BCR signal inh, PKM2 activator, MBNL1-CUG inh, GALK inh, TSHR antagonist
C=CCNC(=O)CN1C(=O)NC(C)(c2ccc(OC)cc2)C1=O (stereo not drawn)
  -11, -1%, 12%, 4%, 1%, -3%, 0%, 0%, -3%, 0%, -9
COC(=O)NCN1C(=O)C2C3C=CC(C3)C2C1=O (stereo not drawn)
  18, 5%, -3%, 16%, 13%, -6%, 20%, 0%, ?, -2%, 9
COc1ccc(OCC(=O)Nc2ccccc2OC)cc1
  -2, 4%, -3%, 1%[15.4 µM], ?, 1%, -14%, -3%, -8%, 1%, -11
CCCCn1c(=O)c(CCC(=O)OCC(=O)Nc2cc(Cl)ccc2OC)nc2ccccc21
  -2, 1%, 13%, 1%, 2%, -4%, 7%, 1%, -1%, 1%, 4
CC1CCCCC1NC(=O)c1cn(C)c2ccc(S(=O)(=O)N3CCOCC3)cc2c1=O (stereo not drawn)
  5, 0%, 22%, 10%, -9%, -2%, 0%, ., -4%, 0%, -10
O=C(CN1CCN(S(=O)(=O)c2cccs2)CC1)NCC1CCCCC1
  0, 3%, ., -23%, 3%, -7%, 6%, ., ., ., -8
O=C(CCN1CCN(c2ccccc2)CC1)Nc1cccc(Br)c1
  0, 1%, -2%, 7%, -3%, -9%, 0%, 2%, 4%, 1%, 2
CCOC(=O)C1=C(C)NC(C)=C(C(=O)OCC)C1C(=O)OCC(=O)N1CCOCC1
  3, 65%[activator], ., 1%, 0%, ., -1%, ., ., ., 5
O=C(CCc1ccccc1)Nc1nnc(-c2ccc3c(c2)CCCC3)o1
  0, 2%, 0%, -4%, 3%, -5%, ?, 0%, -7%, 1%, -11
COc1cccc(Nc2nc(NCCO)c3ccccc3n2)c1
  12, -2%, 5%, 1%, 0%, -16%, ?, -6%, -13%, 0%, -22
CCOn1c(=O)c(-c2ccc(OC)cc2)[n+]([O-])c2ccccc21
  -7, 21%, 3%, 16%, -2%, -3%, -1%, -3%, ?, 1%, 6
CCN1C(C(=O)c2ccccc2)=C(Nc2ccccc2C)c2ccccc2S1(=O)=O
  4, -13%, -15%, 0%, -2%, ?, 7%, -1%, ?, 2%, -79*
Cc1nn(C)c(C(=O)N/N=C/c2cccnc2)c1Cl
  -8, -3%, ., 2%, -2%, -1%, -14%, -7%, 14%, -1%, 5
CN(C(=O)CSCC(=O)O)C1CCCCC1
  0, 3%, -6%, -9%, 5%, -12%, 3%, -5%, -2%, 0%, 15
NC(=O)c1sc2nc(-c3ccco3)ccc2c1N
  3, 19%, 26%, -16%, 3%, 0%, ?, 2%, ?, 2%, -2

Looked up above:
CC1CCCCC1NC(=O)c1cn(C)c2ccc(S(=O)(=O)N3CCOCC3)cc2c1=O (stereo not drawn) | USP2a inh = -9%
NC(=O)c1sc2nc(-c3ccco3)ccc2c1N | PKM2 activator = 2%

Further structures:
Results follow in this order: hERG WT inh, S-ASM inh, Menin-MLL TR inh, Eya2 inh, USP2a inh, Mito fusion yeast, BCR signal inh, PKM2 activator, MBNL1-CUG inh, GALK inh, TSHR antagonist
COc1cc(/C=C/C(=O)NC(C)C)ccc1OCc1ccccc1
  3, -2%, 7%, 7%, -1%, ?, -1%, -10%, 8%, 0%, -3
CC(C)c1ccc(NC(=O)C2C3C=CC4(O3)C2C(=O)N(CCN2CCOCC2)C4C(=O)NC2CCCCC2)cc1 (stereo not drawn)
  -11, 4%, 3%, -11%, 2%, -2%, ?, -2%, -5%, 0%, -1
COC(=O)Nc1ccc(S(=O)(=O)NC2CCCCC2)cc1
  -1, 0%, ., 22%, -2%, 1%, 5%, -8%, 2%, 5%, 10
COc1ccc2c(C)cc(SCn3nnc4ccccc4c3=O)nc2c1
  6, -1%, 5%, 2%, 3%, 1%, 8%, 2%, -8%, -3%, 1
O=C(NCc1cccnc1)c1cnc2ccccc2n1
  13, -1%, ., 2%, 1%, 2%, -13%, 3%, ?, ., -1
O=C(Nc1ccccc1C(=O)NCCCN1CCOCC1)c1ccc(F)cc1
  8, 2%, ., 1%, 1%, -1%, 0%, -4%, 1%, 5%, 8
Cc1cc(C)n(-c2nc3c(c(=O)[nH]c(=O)n3C)n2CC(O)COc2ccc(Cl)cc2Cl)n1 (stereo not drawn)
  -15, -7%, 2%, 0%, 3%, -5%, -4%, -2%, -5%, -3%, 3
O=C(COC(=O)C1=COCCO1)Nc1ccc(Oc2ccccc2)cc1
  0, -5%, 1%, 8%, -1%, 7%, -7%, -2%, 1%, -1%, -6
CC(C)c1ccc(C(=O)CN2C(=O)NC3(CCc4ccccc43)C2=O)cc1 (stereo not drawn)
  7, -4%, ., -18%, -10%, ., -9%, ., ., ., 10
S=C(Nc1ccccc1Oc1ccccc1)NC1CCCC1
  -2, 2%, -5%, 6%, 7%, -11%, 2%, -3%, -2%, 0%, 6
CCOc1ccccc1NC(=O)c1c(NC(=O)CNCc2ccco2)sc2c1CCC2
  ., ., -3%, 1%, -1%, -2%, 0%, -1%, 2%, 4%, -8
CCC(=O)N=c1sc2c(C)cc(C)cc2n1CC(=O)OC
  2, -1%, 4%, 25%, 4%, 6%, -4%, 6%, -2%, 2%, 15
CCOC(=O)c1ccc(NC(=S)NN2CCN(C)CC2)cc1
  -7, 0%, -1%, 6%, 4%, -8%, 4%, 0%, -1%, -2%, 22
COc1ccc(S(=O)(=O)N(CC(C)C)C2CCS(=O)(=O)C2)cc1OC (stereo not drawn)
  -14, 8%, ., 8%, 0%, -6%, 0%, ., ., ., 6
CC(C)(C)C1CCc2c(C(=O)NNC(=O)CCC(=O)O)csc2C1 (stereo not drawn)
  0, 6%, 0%, 4%, 2%, -18%, 3%, -2%, 11%[11.5 µM], ., 4
CC(C)(C)NS(=O)(=O)c1ccc(NC(=O)NC2CCCCC2)cc1
  -4, -1%, 27%, -3%, 3%, 0%, -10%, -4%, 0%, 5%, -11
Cc1ccc(NC(=O)C2CC=CCC2C(=O)N2CCCCC2)cc1 (stereo not drawn)
  9, 3%, -8%, 5%, 2%, 0%, 2%, 5%, -6%, 0%, -2
CNc1oc(-c2cccs2)nc1S(=O)(=O)c1ccccc1
  -2, -8%, -1%, 4%, 7%, 0%, 4%, 4%, 9%, -1%, -15
COc1ccc(N2C(=O)CC(N3CCN(C(=O)c4ccco4)CC3)C2=O)cc1 (stereo not drawn)
  2, 0%, 4%, -10%, 2%, -13%, 11%, -3%, 1%, -2%, -3
CS(=O)(=O)c1ccccc1C(=O)NC1CCCc2ccccc21 (stereo not drawn)
  -6, -1%, -5%, 2%, 0%, 6%, 7%, 2%, -6%, 12%, 1
O=[N+]([O-])c1cc(Cl)ccc1N1CCCC1
  8, -5%, 24%, 3%, 4%, 5%, -1%, -7%, ?, 13%, 6
